Assay outcomes from PubChem.
PI4K2A block: blocks human PI4K2A kinase activity. activity change, negative = inhibition, % at 76.9 µM. AID 1346378. 0.13% of 420,000 active. Q9BTU6. purified PI4K2A, ADP-Glo luminescence, 1 h; hits give low values; in the data active means activity change below about -50%; inconclusive means mostly about -30% to -49%;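 further: -100% = wells without enzyme as full effect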
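ADP-Glo luminescence measured ADP generated by PI4K2A enzyme (4 ug/mL before mixing) with 1.2 mM PI substrate (pre-mix) and 300 microM ATP (pre-mix). Tris pH7.5 buffer with MgCl2, Triton X-100; 1 h reaction at ambient temperature.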
GLS inh: blocks human kidney-isoform glutaminase activity; O94925; GLS enzymatic activity, qHTS titration; Potency, µM (top dose mostly 45.5 µM), inactives show at the highest dose activity change, negative = inhibition, usual class: inhibitors; 0.21% of 410,000 active; further: potency means the concentration at half of the fitted maximal effect; on the % scale 0 is the no-effect control and ±100 the full control effect
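Coupled fluorescence readout: glutamate oxidase/HRP/Amplex Red detect glutamate formed by hKGA from L-glutamine (1 mM solution added). Buffer 45 mM KH2PO4 pH 8.2, 0.02% Tween-20; reads at t0 and 30 min RT.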
IDH1 R132H inh: inhibitors of human mutant IDH1 R132H | O75874 | IDH1-R132H enzyme, NADPH consumption, diaphorase/resazurin fluorescence | Potency, µM (titrated, usually from 76.6 µM), for inactives: at the highest dose activity change, negative = inhibition, hits mostly inhibitors | 0.093% of 390,000 active | AID 602179; further: potency means the concentration at half of the fitted maximal effect; on the % scale 0 is the no-effect control and ±100 the full control effect; nearly all actives have a fitted effect of over 65% in size
Target sequence (O75874 whole entry R132H, stated change not applied): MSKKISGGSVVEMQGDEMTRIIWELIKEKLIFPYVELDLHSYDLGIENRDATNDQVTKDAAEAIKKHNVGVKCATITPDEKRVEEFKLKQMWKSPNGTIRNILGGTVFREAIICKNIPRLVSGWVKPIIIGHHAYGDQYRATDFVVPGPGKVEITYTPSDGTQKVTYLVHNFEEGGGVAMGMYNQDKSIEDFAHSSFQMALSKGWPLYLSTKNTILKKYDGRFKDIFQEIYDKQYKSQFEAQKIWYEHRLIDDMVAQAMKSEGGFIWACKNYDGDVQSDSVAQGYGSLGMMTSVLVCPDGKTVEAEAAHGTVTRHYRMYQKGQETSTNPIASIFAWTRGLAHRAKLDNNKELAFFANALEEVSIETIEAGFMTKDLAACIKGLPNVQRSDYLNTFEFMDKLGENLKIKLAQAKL
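IDH1-R132H (0.5 ug/mL) preincubated 30 min with compound, then NADPH (0.016 mM) and alpha-KG (2 mM) added; 80 min at RT, pH 7.5. Remaining NADPH coupled via diaphorase/resazurin to fluorescence (540/590 nm); concentration-response curves normalized to no-enzyme control.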
rTrxR1 inhibitor: blocks rat thioredoxin reductase 1. O89049. recombinant rTrxR1, NADPH fluorescence consumption, selenite substrate. Potency, µM (titrated, usually from 114 µM), inactives show top-dose activity change, negative = inhibition, hits mostly inhibitors. 1% of 390,000 active. AID 588453; further: potency means the concentration at half of the fitted maximal effect; on the % scale 0 is the no-effect control and ±100 the full control effect; nearly all actives have a fitted effect of over 65% in size
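Rat TrxR1 (90 nM in the dispensed reagent) was pre-reduced with 400 uM NADPH for 5 min at room temperature, then incubated with compound for 15 min. After 400 uM selenite was added, NADPH fluorescence (Ex 340/Em 450 nm) was followed for 8 min.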
Tb PGK inh: blocks T. brucei phosphoglycerate kinase; PGK/GAPDH coupled, Kinase-Glo luminescence, 60 min; Potency, µM (highest dose often 57.5 µM), for inactives: top-dose activity change, negative = inhibition, most hits filed as inhibitors; P07378; 0.043% of 380,000 active; further: potency means the concentration at half of the fitted maximal effect; on the % scale 0 is the no-effect control and ±100 the full control effect; nearly all actives have a fitted effect of over 60% in size
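Recombinant glycosomal PGK reaction used 1,3-bisphosphoglycerate generated in-well by GAPDH (100nM final) in 100mM TEA pH 7.6, 5mM MgCl2, 0.01% Tween-20. After 60 minutes at room temperature, ATP was read by Kinase-Glo Plus luminescence end-point.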
HP1b chromo inh: HP1-beta chromodomain-methylated histone interaction inhibition. P83916. 0.56% of 390,000 active. Potency, µM (highest dose often 114 µM), for the others: top-dose activity change, negative = inhibition, most hits filed as inhibitors. AID 540317. AlphaScreen HP1-beta / biotin-H3K9me3 peptide binding; further: potency means the concentration at half of the fitted maximal effect; nearly all actives have a fitted effect of over 70% in size; inactives centre near 23
Target sequence (P83916 whole entry, looked up): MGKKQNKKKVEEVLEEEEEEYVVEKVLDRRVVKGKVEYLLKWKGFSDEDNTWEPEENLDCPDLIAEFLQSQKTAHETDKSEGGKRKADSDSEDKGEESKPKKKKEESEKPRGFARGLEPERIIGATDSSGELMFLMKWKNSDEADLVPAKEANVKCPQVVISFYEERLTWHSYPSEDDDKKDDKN
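AlphaScreen: HP1-beta (50 nM) preformed 30 min with biotin-H3(1-18)K9me3 peptide (50 nM) in PBS pH 7.4, 0.01% Tween-20. Compound added for 30 min at RT, then streptavidin donor/nickel chelate acceptor beads (10 ug/mL) for 30 min.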
Pin1 inhibitor: blocks the human prolyl isomerase Pin1 | Potency, µM (doses to about 115 µM), inactives show top-dose activity, negative = inhibition, actives largely listed as inhibitors | 0.009% of 390,000 active | Pin1 FP peptide displacement, HiFluor488, 10 min | Q13526; active means well fitted inhibition curve with a large enough effect in the polarisation, with a control signal flat, not every such curve was filed as active; inconclusive means small, poorly fitted or top-dose-only effect, or effect the other way, or a change in a side signal; inactive means no such curve, though single readings can be large or run the other way; the % refers to the polarisation; further: potency means the concentration at half of the fitted maximal effect; on the % scale 0 is the no-effect control and ±100 the full control effect
Target sequence (Q13526 whole entry, looked up): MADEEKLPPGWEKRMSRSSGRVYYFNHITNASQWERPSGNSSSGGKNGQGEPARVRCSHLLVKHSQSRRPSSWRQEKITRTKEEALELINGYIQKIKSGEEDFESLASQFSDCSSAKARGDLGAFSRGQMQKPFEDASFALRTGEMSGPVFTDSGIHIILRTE
TrxR1 substrate: is turned over as a substrate by rat TrxR1 | 0.01% of 390,000 active | purified TrxR1 substrate turnover, NADPH consumption readout | Potency, µM (series often up to 114 µM), for the others: at the highest dose activity change, negative = substrate turnover | O89049; further: potency means the concentration at half of the fitted maximal effect; on the % scale 0 is the no-effect control and ±100 the full control effect; nearly all actives have a fitted effect of over 50% in size
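Rat TrxR1, dispensed at 90 nM, was prereduced with 400 uM NADPH (final) for 5 min at ~22 deg C, then incubated with compound 15 min before 400 uM selenite. A first-read NADPH fluorescence drop versus no-compound background flagged substrates.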
USP1-UAF1 inh: inhibitors of human USP1/UAF1 deubiquitinase | recombinant USP1/UAF1, Ub-Rhodamine cleavage fluorescence | 0.23% of 390,000 active | AID 743255 | Potency, µM (titrated, usually from 57.1 µM), inactives show at the top dose activity change, negative = inhibition, actives largely listed as inhibitors | O94782; further: potency means the concentration at half of the fitted maximal effect; on the % scale 0 is the no-effect control and ±100 the full control effect; nearly all actives have a fitted effect of over 60% in size; inactives centre near -12
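1 nM enzyme complex + cpd, 15 min RT; start with Ub-Rho 150nM final; kinetic fluorescence ex 480/em 540, 6 reads q60 s. Buffer 50mM HEPES pH 7.8, 0.5mM EDTA, 0.1 mg/ml BSA, 1mM TCEP, 0.01% Tween-20.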
* = called active by the depositor; i = inactive; ? = inconclusive; nt = no result given; [ ] = another dose, or the depositor's remark. Unless noted, the call rests on the fitted dose curve; in most records, active means well fitted curve in the direction sought with a large enough effect; inconclusive means small, poorly fitted or top-dose-only effect, or another doubt; inactive means no such curve, though single readings can be large; an effect the other way counts as inactive or inconclusive. The list is partial, so the mix of outcomes need not match the whole.

SMILES	PI4K2A block	GLS inh	IDH1 R132H inh	rTrxR1 inhibitor	Tb PGK inh	HP1b chromo inh	Pin1 inhibitor	TrxR1 substrate	USP1-UAF1 inh
O=C1/C(=C\c2ccco2)SC(=S)N1c1ccc(O)cc1	5	-1%	-4%	-1%	-2%	-31%	2%	-1%	-6%
COCc1cc(Sc2c(Cl)cccc2Cl)nc(-c2ccccc2)n1	1	-2%	9%	21%[57.1 µM]	-4%	158%[activator]	6%	-6%[57.1 µM]	-23%
O=c1cc(CN2CCN(c3ccccc3F)CC2)c2cc3c(cc2o1)CCCC3	6	0%	2%	-6%[57.1 µM]	-5%	8%	5%	4%[57.1 µM]	-8%
CCCNS(=O)(=O)c1ccc(CCC(=O)NCc2ccco2)cc1	-7	1%	5%	?	-7%	-26%	-15%	4%	-20%
CN1C(=O)Cc2cc(S(=O)(=O)CCC(=O)Nc3ccc(F)c(Cl)c3)ccc21	-3	-10%	0%	10%[57.1 µM]	-4%	20%	8%	0%[57.1 µM]	-12%
COc1ccc(OC)c(-n2c(SCC(C)=O)nnc2-c2cccc(S(=O)(=O)N(C)C)c2)c1	-3	3%	-4%	-11%[57.1 µM]	-1%	41%[activator]	1%	13%[57.1 µM]	-3%
O=C(c1ccc(-c2cc(O)c3ncccc3c2)cc1)N1CCNCC1	-15	-1%	nt	1%[57.1 µM]	8%	27%	1%	6%[57.1 µM]	nt
CC(C)CNS(=O)(=O)c1ccccc1C(=O)N1CCCCC1	6	-2%	3%	10%	-3%	30%	-8%	1%	-11%
O=C(N/N=C/c1cccnc1)c1cc(-c2cccs2)nc2ccccc12	5	5%	-9%	5%	-4%	25%	0%	130%[activator]	-13%
Cc1ccc(-n2ncc3c(=O)n(CC(=O)OCc4ccccc4)cnc32)cc1	1	0%	13%	23%	i	26%	1%	7%	2%
CC(=O)N1c2ccc(S(=O)(=O)N(C)CC(=O)NC3CCCC3)cc2CC1C (configuration not stated)	-1	10%	-6%	11%	0%	32%	2%	-2%	-19%
O=C(COC(=O)C1CC1)NCc1ccccc1	-1	1%	0%	4%[57.1 µM]	3%	6%	-6%	-1%[57.1 µM]	-3%
Cc1cc(-c2ccccc2)n2nc(N)nc2n1	9	-7%	6%	-3%	-8%	27%	-5%	64%[activator]	-20%
O=C(NC1CC1)C1CCN(C(=O)c2ccc(Cl)cc2Cl)CC1	2	5%	7%	-17%	-2%	21%	0%	-11%	-2%
O=C(Nc1ccccc1N1CCCCC1)c1ccc(-c2cc(Cl)ccc2Cl)o1	2	7%	-1%	5%	2%	28%	0%	6%	0%
CC(C)C[C@H](NC(=O)c1nc[nH]c1C(=O)NCc1ccccc1)C(=O)OCc1ccccc1	-3	3%	11%	16%	-1%	31%	?	-9%	-18%
Cc1ccc(S(=O)(=O)Oc2ccc(/C=N/NC(=O)c3nn(C)cc3[N+](=O)[O-])cc2)cc1	0	-5%	3%	1%[57.1 µM]	-4%	18%	8%	1%[57.1 µM]	-16%
Oc1c(C(c2ccccc2)N2CCc3ccccc3C2)sc2ncnn12 (configuration not stated)	11	-4%	-6%	-2%[57.1 µM]	4%	?	-7%	-6%[57.1 µM]	-14%
COc1cccc(N2CCN(Cc3ccsc3)CC2)c1	3	0%	7%	-5%	-7%	-1%	-7%	-1%	-9%
CCCC(=O)n1nc(NCc2ccc(OC)cc2)nc1NCc1ccc(OC)cc1	6	4%	-1%	44%[activator]	2%	46%[activator]	?	12%	-24%
COc1cccc(NC(=O)C2CCCN(S(=O)(=O)c3cccc4cccnc34)C2)c1 (configuration not stated)	0	2%	-3%	9%[57.1 µM]	1%	8%	0%	9%[57.1 µM]	-16%
COC(=O)CN(c1ccc(C)cc1)S(=O)(=O)c1ccc2c(c1)n(C)c(=O)c(=O)n2C	6	7%	9%	12%[57.1 µM]	-3%	18%	-6%	9%	0%
Cn1c(N)c(C(=O)COC(=O)CCC(=O)c2ccc(F)cc2)c(=O)n(C)c1=O	7	0%	21%	-2%	i	35%	-5%	-4%	-31%
Cc1ccc(C(=O)NCC(=O)OCc2c(F)cccc2Cl)s1	4	6%	1%	-2%	i	14%	-1%	-10%	-3%
COc1ccc(-c2cnnn2-c2ccc([N+](=O)[O-])cc2)cc1	-18	1%	4%	0%	-13%	-23%	-11%	0%	3%
CC(=O)C1C(c2ccc(F)c(F)c2)NC(=O)NC1(O)C(F)(F)F (configuration not stated)	-7	3%	8%	33%[activator]	i	-1%	-1%	14%	-14%
COc1ccc(NC(=O)C2CC(c3ccccc3O)=NO2)cc1OC (configuration not stated)	1	1%	-3%	20%	-8%	32%	6%	0%	-16%
CCOc1ccc(S(=O)(=O)N2CCCCC2)cc1NC(=O)Cc1ccc(OC)cc1	-4	2%	-1%	nt	1%	nt	nt	nt	-22%
CCCc1cc(=O)[nH]c(Nc2ccc(N3CCCCC3)cc2)n1	1	63%[activator]	8%	-7%	-3%	?	4%	-7%	-24%
O=c1c2c(-c3ccc(Cl)cc3)ccnc2[nH]n1-c1ccccc1	-5	-7%	7%	18%	-4%	13%	-5%	0%	-5%
Cc1ccc(C)c(OCCC(=O)OCC(=O)N2c3ccccc3NC(=O)C2(C)C)c1	5	-3%	2%	-6%	-9%	14%	-10%	-8%	-14%
CCOc1ccccc1NC(=S)N1CCN(c2ccc(OC)cc2)CC1	-1	20%	5%	7%	-6%	14%	-7%	-3%	-12%
CCOc1ccc(N(CC(=O)N2CCN(C(=O)CN(c3ccc(OCC)cc3)S(C)(=O)=O)CC2)S(C)(=O)=O)cc1	-1	?	9%	7%	-7%	14%	0%	5%	-8%
COc1cccc2c1O/C(=N\O)C(C(=O)Nc1cccc(Br)c1)C2 (configuration not stated)	-2	-3%	3%	15%	-1%	5%	5%	-2%	-21%
CC(=O)N=c1c(C#N)cc2c(=O)n3ccccc3nc2n1CCCOC(C)C	2	-8%	-2%	?	i	69%[activator]	3%	nt	-2%
CC1(OC(=O)C2CCCC2)C(=O)C=C2C=C(c3ccsc3)N(C3CCCCC3)C=C2C1=O (configuration not stated)	-14	-8%	6%	16%[57.1 µM]	-17%	-37%	-12%	2%[57.1 µM]	?
CCC(=O)Nc1ccc(S(=O)(=O)N2CCOCC2)cc1	1	-4%	0%	12%	4%[11.5 µM]	25%	3%	-9%	?
CC(=O)Nc1ccc(SCC(=O)c2cc(C)n(Cc3cccs3)c2C)cc1	0	0%	-4%	-4%	-10%	12%	2%	-7%	-13%
CCc1cccc(N2C(=O)N(CC(=O)NCc3cccc(OC)c3OC)c3ccccc3S2(=O)=O)c1	-2	0%	27%	13%[57.1 µM]	-12%	7%	17%	-4%[57.1 µM]	-24%
Brc1cccc(-c2nnn3c2nc(N2CCCCC2)c2ccccc23)c1	-6	-1%	7%	17%	i	122%[activator]	-3%	5%	-21%
COc1ccc2sc(-c3ccc(S(C)(=O)=O)cc3)c(C(=O)NCCc3c[nH]c4ccccc34)c2c1	-3	6%	3%	10%	-7%	6%	21%	9%	-15%
Cc1cccc2cc(CN(Cc3ccc4c(c3)OCO4)Cc3nnnn3C3CCCC3)c(=O)[nH]c12	-5	0%	10%	3%	nt	5%	7%	-4%	-12%
COc1ccc(N(CC(=O)NN=C2CCN(C)CC2)S(=O)(=O)c2ccccc2)c(OC)c1	4	7%	-1%	17%	-3%	18%	-6%	11%	-26%
O=C(COC(=O)COc1ccccc1[N+](=O)[O-])Nc1ccccc1Br	2	13%	17%	-6%[57.1 µM]	-7%	11%	0%	3%[57.1 µM]	0%
Cc1ccc(N2C(=O)N3[C@H](c4ccc(Br)cc4)[C@@H]4C(=O)N(C(C)(C)C)C(=O)[C@@H]4[C@]3(C)C2=O)cc1	4	-4%	9%	5%	-1%	55%[activator]	-6%	-4%	-24%
CC1CCCC(NC(=O)CSc2ncccn2)C1C (configuration not stated)	0	7%	11%	-6%	-6%	26%	-3%	-14%	-2%
COc1ccc(NC(=O)c2cc3nc(-c4ccc(C)c(C)c4)cc(C(F)(F)F)n3n2)cc1	-1	-1%	-12%	1%	-3%	52%[activator]	3%	3%	-6%
CN(C(=O)c1cccc(NC(=O)Cc2ccc(NC(=O)C3CCN(C(=O)C4CC4)CC3)cc2)c1)C1CC1	-1	1%	-1%[38.3 µM]	-9%	-2%	21%	2%	-4%	-12%
O=C(NC(NC(=S)N1CCOCC1)C(Cl)(Cl)Cl)c1cccc2ccccc12 (configuration not stated)	3	20%	-3%	1%	9%	25%	-9%	-3%	0%

Sorted by SMILES length (rising): 3 of the compounds above
SMILES	PI4K2A block	GLS inh	IDH1 R132H inh	rTrxR1 inhibitor	Tb PGK inh	HP1b chromo inh	Pin1 inhibitor	TrxR1 substrate	USP1-UAF1 inh
CC1CCCC(NC(=O)CSc2ncccn2)C1C (configuration not stated)	0	7%	11%	-6%	-6%	26%	-3%	-14%	-2%
CN(C(=O)c1cccc(NC(=O)Cc2ccc(NC(=O)C3CCN(C(=O)C4CC4)CC3)cc2)c1)C1CC1	-1	1%	-1%[38.3 µM]	-9%	-2%	21%	2%	-4%	-12%
Cc1ccc(N2C(=O)N3[C@H](c4ccc(Br)cc4)[C@@H]4C(=O)N(C(C)(C)C)C(=O)[C@@H]4[C@]3(C)C2=O)cc1	4	-4%	9%	5%	-1%	55%[activator]	-6%	-4%	-24%
